Source: PubChem BioAssay (several laboratories)
GSH bead fluor = GSH bead compound fluorescence profile | AID 1776 | GSH beads flow cytometry, compound fluorescence 488/530 nm; stronger effect = higher value | fluorescence (KMESF) at 10 µM | 0.25% of 190,000 active; in the data active = fluorescence above about 89;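 also: glutathione beads carrying GST-tagged Bcl family fusion proteins plus one bare bead set; values are compound well signal with DMSO vehicle wells as background; inactives centre near 16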
Pf gamet viab = inhibitors of late stage P. falciparum gametocyte viability. 0.065% of 150,000 active. inhibition, % at 10.9 µM. P. falciparum stage V gametocytes, ATP luminescence, 24 h;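 active = inhibition above the mean plus 3 SD of compounds within the control limits, set per campaign, cut at about 38% in these data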;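 also: 0% = DMSO wells and 100% = medium only without gametocytes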
HRas wt GTP = modulators of GTP binding to human HRas wildtype | P01112 | GST-Ras wt beads, Bodipy-FL-GTP binding, flow cytometry; actives lie on both sides | GTP binding activity, % at 10 µM | 0.14% of 190,000 active;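 active = GTP binding activity at least 20% away from the 100% baseline, either lowered as inhibitor or raised as activator; inconclusive = flagged as likely green fluorescent, judged across all proteins in the well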;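 also: 0% = unlabeled GTP competition control and 100% = no-compound control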
Target sequence (P01112 whole entry, looked up): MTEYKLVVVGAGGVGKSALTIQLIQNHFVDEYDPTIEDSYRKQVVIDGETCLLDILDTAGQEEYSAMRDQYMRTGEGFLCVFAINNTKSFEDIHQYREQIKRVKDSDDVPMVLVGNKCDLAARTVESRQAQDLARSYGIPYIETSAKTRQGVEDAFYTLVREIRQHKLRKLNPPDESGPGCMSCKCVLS
Rac1 wt GTP bind = human Rac1 wildtype GTP binding, inhibitors and activators | P63000 | GTP binding activity (% of control), % at 10 µM | AID 757 | GST-Rac1 beads, fluorescent GTP binding, flow cytometry; actives lie on both sides; 0 = cold GTP competed, 100 = untreated | 0.27% of 190,000 active;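 active = GTP binding activity at least 20 points away from the 100% control level, either lower or higher; inconclusive = compound flagged as likely green fluorescent, judged across all proteins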
Cdc42 wt GTP = changes GTP binding to wildtype human Cdc42; P60953; 0.2% of 190,000 active; GST-Cdc42 beads, Bodipy-GTP binding, flow cytometry; actives lie on both sides; percent activity (GTP binding), % at 10 µM; AID 761;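 active = percent activity GTP binding at least 20 points away from the 100% baseline, either down as inhibitor or up as activator; inconclusive = compound flagged as likely green fluorescent from well-wide comparison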;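 also: median bead fluorescence of bound Bodipy-FL-GTP at 100 nM; 0% = excess unlabeled GTP control and 100% = no compound control; below 100% means less GTP binding so inhibitor and above means activator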
Target sequence (P60953 whole entry, looked up): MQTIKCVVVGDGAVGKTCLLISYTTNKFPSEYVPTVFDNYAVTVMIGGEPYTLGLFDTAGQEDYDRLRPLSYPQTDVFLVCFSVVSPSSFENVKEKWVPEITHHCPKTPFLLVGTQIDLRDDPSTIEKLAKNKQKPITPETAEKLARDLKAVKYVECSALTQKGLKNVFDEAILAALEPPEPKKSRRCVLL
Rab7 wt GTP bind = dog Rab7 wildtype GTP binding, inhibitors and activators. GST-Rab7 beads, fluorescent GTP binding, flow cytometry; actives lie on both sides; untreated = 100%, excess cold GTP = 0%. GTP binding activity (percent of control), % at 10 µM. 0.055% of 190,000 active. AID 758;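 active = fluorescent GTP binding to Rab7 beads changed by at least 20 points from the 100% baseline, either direction, mostly lower; inconclusive = compound itself probably fluorescent, or too few beads counted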;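 also: median green fluorescence of bound Bodipy-FL-GTP per Rab7 bead population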
Mcl1-Noxa inh = Mcl-1/Noxa interaction inhibition; Q07820; TR-FRET Mcl-1/Noxa peptide binding, 2 h; inhibition, % at 21.7 µM; 1.5% of 220,000 active; AID 1022;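 active = compounds that cut the protein-peptide binding signal by more than 50% relative to plate controls in a single-dose test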;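 also: His-tagged Mcl-1 with rhodamine Noxa BH3 peptide and terbium anti-His antibody; 0% = Mcl-1 plus Noxa peptide wells and 100% = peptide-only wells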
Target sequence (Q07820 whole entry, looked up): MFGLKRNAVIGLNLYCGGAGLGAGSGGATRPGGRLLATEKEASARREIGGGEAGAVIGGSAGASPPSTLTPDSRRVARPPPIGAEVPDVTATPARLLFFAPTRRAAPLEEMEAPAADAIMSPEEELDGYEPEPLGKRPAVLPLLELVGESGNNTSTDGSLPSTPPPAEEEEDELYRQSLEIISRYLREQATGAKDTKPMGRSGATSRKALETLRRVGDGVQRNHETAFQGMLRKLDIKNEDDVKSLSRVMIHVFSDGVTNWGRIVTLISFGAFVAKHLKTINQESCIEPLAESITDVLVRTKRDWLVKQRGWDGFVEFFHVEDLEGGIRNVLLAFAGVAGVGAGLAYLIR
Rac1 act GTP bind = alters GTP binding to activated mutant human Rac1; 0.11% of 190,000 active; AID 764; percent activity (GTP binding), % at 10 µM; GST-Rac1 activated beads, fluorescent GTP binding, flow cytometry; actives lie on both sides; 100% means binding = to untreated wells;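 active = GTP binding at least 20 percentage points away from the 100% baseline, in either direction, so actives lie on both sides; inconclusive = Compound likely fluorescent itself, or too few beads counted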
Rab2 wt GTP = changes GTP binding to wildtype dog Rab2A, up or down. P61105. GST-Rab2 wt beads, Bodipy-GTP binding, flow cytometry. GTP binding activity, % at 10 µM. 0.19% of 190,000 active. AID 760;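 active = GTP binding activity at least 20 points away from 100%, either lowered or raised; inconclusive = signal likely due to the compound's own green fluorescence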;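 also: 0% = beads with excess unlabeled GTP and 100% = no-compound control corrected for plate trend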
Avidin fluor = avidin bead compound fluorescence profile; Avidin beads, compound fluorescence 488/530 nm, flow cytometry; stronger effect = higher value; fluorescence (KMESF) at 10 µM; 0.38% of 220,000 active; in the data active = fluorescence above about 47; also: inactives centre near 10
Mcl1 Bid PPI = Mcl-1/Bid interaction inhibition; inhibition, % at 21.7 µM; TR-FRET Mcl-1/Bid-Dy647 peptide binding, 1536-well; Q07820; 0.97% of 220,000 active;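 active = compounds that cut the binding signal by more than half at the single screening dose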;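 also: His-tagged Mcl-1 with europium anti-His antibody binding Bid BH3 peptide; 0% = Mcl-1 plus peptide wells and 100% = peptide-only wells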
* = called active by the depositor; u = inconclusive; x = not tested or not shown.

SMILES | GSH bead fluor | Pf gamet viab | HRas wt GTP | Rac1 wt GTP bind | Cdc42 wt GTP | Rab7 wt GTP bind | Mcl1-Noxa inh | Rac1 act GTP bind | Rab2 wt GTP | Avidin fluor | Mcl1 Bid PPI
CCOC(=O)Cn1c(C(C)=O)nc2ccccc21 | 16 | x | 103 | 105 | 106 | 100 | 5 | 102 | 100 | 19 | -6
COc1cc(S(=O)(=O)n2ccc(C)n2)c(OC)cc1Cl | 33 | x | 97 | 97 | 96 | 94 | 22 | 95 | 96 | 8 | -3
CCCCn1c(SCC(=O)Nc2ccc3c(c2)CCC3)nc2ccccc2c1=O | 5 | 4 | 101 | 104 | 94 | 98 | 0 | 101 | 101 | 13 | -11
Cc1noc(C)c1CSc1nc2ccccc2n1CCc1ccccc1 | 24 | -22 | 103 | 113 | 102 | 98 | 29 | 100 | 100 | 12 | -10
COc1ccc(NC(=S)N2CCN(c3ccccn3)CC2)cc1 | 13 | 1 | 107 | 108 | 105 | 106 | 9 | 105 | 105 | 13 | -35
CS(=O)(=O)N(CC(=O)Nc1ccc(S(=O)(=O)N2CCOCC2)cc1)c1ccccc1Cl | 29 | -5 | 100 | 102 | 101 | 101 | 9 | 99 | 101 | 7 | 4
O=c1c2ccccc2cnn1Cc1n[nH]c(=S)n1-c1ccccc1 | 17 | x | 99 | 98 | 97 | 100 | 22 | 99 | 96 | 2 | -56
Cc1c(Cl)cccc1NC(=O)CCN1CCCCC1 | 14 | x | 103 | 103 | 103 | 105 | -10 | 100 | 102 | 8 | 0
O=C(CSc1nc2ccccc2c(=O)[nH]1)NCc1ccc(Cl)cc1 | 39 | x | 100 | 101 | 98 | 96 | -1 | 98 | 100 | 5 | -32
Nc1c(C(=O)Nc2ccccc2F)sc2nc(Cc3ccccc3)cc(C(F)(F)F)c12 | 40 | x | 102 | 106 | 105 | 106 | -33 | 102 | 103 | 9 | -10
N#Cc1cc([N+](=O)[O-])ccc1NCCN1CCOCC1 | 17 | -12 | 97 | 97 | 95 | 103 | -9 | 95 | 98 | 11 | -42
CCOC(=O)c1cnc2c(C)c(Cl)ccc2c1N1CCOCC1 | 22 | x | 99 | 103 | 102 | 96 | -14 | 100 | 99 | 7 | -9
COc1cccc(C(C2=C(O)CC(C)(C)CC2=O)C2C(=O)CC(C)(C)CC2=O)c1 (stereo not given) | 15 | -27 | 99 | 101 | 98 | 99 | 3 | 99 | 98 | 9 | -12
CCSc1nnc(C)c2ccccc12 | 16 | x | 102 | 100 | 102 | 101 | 0 | 98 | 100 | 8 | -20
O=C(COC(=O)c1ccc(S(=O)(=O)Nc2ccccc2)cc1)NC1CCCC1 | 11 | 1 | 93 | 97 | 93 | 90 | 23 | 95 | 93 | 10 | 2
CCCN1Cc2cccc(C(=O)Nc3ccc4c(c3)OCO4)c2C1=O | 23 | 8 | 102 | 105 | 103 | 99 | 17 | 101 | 101 | 26 | 3
O=C(c1c[nH]c2ccc(S(=O)(=O)N3CCOCC3)cc2c1=O)N1CCCC1 | 32 | x | 99 | 99 | 98 | 99 | 20 | 99 | 99 | 13 | -12
O=c1c2ccccc2cnn1CCOc1ccccc1 | 12 | -4 | 104 | 106 | 104 | 104 | 11 | 104 | 105 | 2 | -18
COC(=O)c1c(NC(=O)CN2CCN(S(=O)(=O)c3ccccc3)CC2)sc2c1CCC(C)C2 (stereo not given) | 19 | x | 101 | 104 | 99 | 103 | -17 | 101 | 100 | 16 | -20
COc1cccc(-c2cc(C(=O)Nc3cccc(O)c3)no2)c1 | 13 | 12 | 101 | 103 | 101 | 101 | 16 | 102 | 102 | 28 | -1
O=C(C1CCN(S(=O)(=O)c2cccnc2)CC1)N1CCN(C2CCCC2)CC1 | 29 | x | 97 | 103 | 102 | 101 | 13 | 98 | 102 | 71* | -27
O=C(CN1C(=O)c2ccccc2C1=O)N1CCN(C(=O)c2ccco2)CC1 | 13 | x | 96 | 94 | 96 | 95 | 20 | 95 | 94 | 15 | -5
CC(=O)c1cccc(NC(=O)c2ccc3c(Cl)c4c(nc3c2)CCCC4)c1 | 11 | 28 | 97 | 101 | 102 | 98 | 4 | 99 | 98 | 26 | 20
COc1ccc(C2=NOC(C(=O)NCC(C)C)C2)cc1 (stereo not given) | 14 | x | 101 | 102 | 100 | 105 | 5 | 99 | 102 | 8 | 20
Cc1cc(S(=O)(=O)NCCCN2CCOCC2)ccc1F | 15 | x | 100 | 103 | 100 | 107 | -4 | 98 | 101 | 9 | -2
Additional entries follow.
SMILES | GSH bead fluor | Pf gamet viab | HRas wt GTP | Rac1 wt GTP bind | Cdc42 wt GTP | Rab7 wt GTP bind | Mcl1-Noxa inh | Rac1 act GTP bind | Rab2 wt GTP | Avidin fluor | Mcl1 Bid PPI
Cc1nc2ccccn2c1C(=O)NN | 12 | 21 | 101 | 106 | 101 | 105 | -2 | 99 | 102 | 21 | -14
CCN(CC)C(=O)c1oc2ccc(S(=O)(=O)N3CCCCCC3)cc2c1C | 32 | x | u | u | u | u | x | u | u | 10 | -23
CC(=O)c1sc(Nc2cccc(C)c2)nc1C | 20 | -10 | 97 | 96 | 99 | 89 | -14 | 98 | 100 | 6 | -40
CCNc1nc(NC(C)CC)nc(Oc2ccc(OCC)nn2)n1 (stereo not given) | 23 | -20 | 97 | 99 | 95 | 103 | 0 | 95 | 100 | 11 | -31
Cc1cc(Cl)cc(Cl)c1OCCOc1cccc2cccnc12 | 13 | -2 | 105 | 104 | 107 | 102 | -9 | 101 | 101 | 17 | 22
O=C(CSc1nnc(Nc2ccccc2F)s1)c1cc2ccccc2o1 | 23 | x | 96 | 99 | 96 | 96 | 13 | 96 | 95 | 15 | -16
COc1cccc(-n2c(SCC(=O)O)nnc2-c2cccnc2)c1 | 67 | 11 | 100 | 99 | 99 | 96 | 3 | 99 | 102 | 7 | -26
COc1ccc(CN(C(=O)c2nsc(Cl)c2Cl)C(C(=O)NC2CCCC2)c2ccc(OC)cc2)cc1 (stereo not given) | 14 | x | 101 | 102 | 98 | 99 | 8 | 101 | 102 | 7 | -12
COC(=O)c1cn(C(=O)c2ccccc2F)nc1N | 17 | x | 98 | 98 | 97 | 99 | -5 | 98 | 99 | 8 | -22
CC(C)(C)NC(=O)C(=O)NNC(=O)COc1ccccc1 | 6 | 6 | 103 | 105 | 103 | 101 | -2 | 105 | 102 | 3 | -43
CCn1c(SCc2ccc(F)cc2)nnc1C1CCN(S(=O)(=O)c2ccc(OC)cc2)CC1 | 25 | x | 94 | 90 | 92 | 90 | 3 | 94 | 93 | 13 | -7
CC(C)(C)c1cc(N)n(-c2ccc(C(=O)O)cc2)n1 | 13 | -11 | 98 | 97 | 98 | 96 | 24 | 97 | 97 | 15 | -31
O=C(NCCn1cccn1)c1ccc(OC2CCN(CCc3ccccc3)CC2)cc1 | 17 | 19 | 97 | 97 | 94 | 105 | 3 | 95 | 97 | 6 | -9
Cc1ccc2c(c1)c1c(n2C)C(=O)CCC1 | 19 | x | 101 | 104 | 102 | 101 | 2 | 99 | 100 | 39 | -23
c1ccc(C(c2ccccc2)c2nc(-c3cccnc3)no2)cc1 | 26 | -18 | 95 | 99 | 91 | 94 | 24 | 93 | 97 | 7 | -9
COc1cnc(-c2ccccc2)nc1Oc1ccccc1C | 11 | 11 | 99 | 101 | 100 | 99 | -7 | 100 | 101 | 5 | 34
CS(=O)(=O)c1cnc(-c2ccccc2)nc1-c1ccc(Cl)c(Cl)c1 | 13 | 17 | 91 | 91 | 90 | 99 | 18 | 93 | 93 | 7 | 5
CC(C)CN(C(=O)c1nn(C)c(=O)c2ccccc12)c1nc2ccccc2s1 | 20 | x | 99 | 103 | 99 | 98 | 19 | 98 | 100 | 16 | -22
O=C(Nc1cccc(O)c1)c1cc2nc(-c3ccccc3)cc(-c3ccccc3)n2n1 | 5 | -22 | u | u | u | u | 5 | u | u | 8 | -29
COc1cccc(CNc2cccc(C(F)(F)F)c2)c1O | 11 | x | 97 | 97 | 96 | 103 | 21 | 94 | 95 | 34 | -2
COCCNC(=S)NC12CC3CC(CC(C3)C1)C2 | 19 | x | 99 | 99 | 97 | 100 | 5 | 96 | 98 | 33 | -55
Cc1ccc(S(=O)(=O)C2(C(=O)Nc3ccc4c(c3)OCO4)CC2)cc1 | 18 | x | 98 | 100 | 96 | 99 | 13 | 97 | 96 | 7 | -31
COc1ccc(OC)c(NC(=O)C2C3CCC(O3)C2C(=O)O)c1 (stereo not given) | 63 | x | 106 | 105 | 108 | 97 | -10 | 102 | 105 | 14 | -21
O=C(Oc1ccc(/C=N/O)cc1)c1ccccc1 | 20 | -2 | 100 | 100 | 102 | 99 | 9 | 98 | 100 | 35 | -15
O=C(NC1CCCCC1)C(c1cccnc1)N(C(=O)CCl)c1ccc(F)cc1 (stereo not given) | 13 | 2 | 101 | 101 | 102 | 102 | -4 | 99 | 101 | 11 | -5
CC(C)N(Cc1nc(COc2ccccc2)no1)Cc1nccn1C | 19 | 8 | 99 | 99 | 103 | 99 | -3 | 100 | 100 | 6 | 6
CN(C)CCCNC(=S)N(Cc1cccs1)Cc1cc2cc3c(cc2[nH]c1=O)OCCO3 | 15 | -10 | 99 | 100 | 96 | 103 | 38 | 97 | 101 | 9 | -24

For convenience, part of the list above:
SMILES | GSH bead fluor | Pf gamet viab | HRas wt GTP | Rac1 wt GTP bind | Cdc42 wt GTP | Rab7 wt GTP bind | Mcl1-Noxa inh | Rac1 act GTP bind | Rab2 wt GTP | Avidin fluor | Mcl1 Bid PPI
COCCNC(=S)NC12CC3CC(CC(C3)C1)C2 | 19 | x | 99 | 99 | 97 | 100 | 5 | 96 | 98 | 33 | -55
Cc1ccc(S(=O)(=O)C2(C(=O)Nc3ccc4c(c3)OCO4)CC2)cc1 | 18 | x | 98 | 100 | 96 | 99 | 13 | 97 | 96 | 7 | -31
COc1ccc(OC)c(NC(=O)C2C3CCC(O3)C2C(=O)O)c1 (stereo not given) | 63 | x | 106 | 105 | 108 | 97 | -10 | 102 | 105 | 14 | -21
O=C(Oc1ccc(/C=N/O)cc1)c1ccccc1 | 20 | -2 | 100 | 100 | 102 | 99 | 9 | 98 | 100 | 35 | -15

Entries of single compounds, looked up by structure. Values in the order: GSH bead fluor | Pf gamet viab | HRas wt GTP | Rac1 wt GTP bind | Cdc42 wt GTP | Rab7 wt GTP bind | Mcl1-Noxa inh | Rac1 act GTP bind | Rab2 wt GTP | Avidin fluor | Mcl1 Bid PPI
CC(C)(C)NC(=O)C(=O)NNC(=O)COc1ccccc1 in the list: 6 | 6 | 103 | 105 | 103 | 101 | -2 | 105 | 102 | 3 | -43
Cc1ccc2c(c1)c1c(n2C)C(=O)CCC1 in the list: 19 | x | 101 | 104 | 102 | 101 | 2 | 99 | 100 | 39 | -23
